Screening results deposited in PubChem BioAssay by several laboratories.
HDAC3 inhib = human HDAC3 inhibition; O15379; 0.15% of 320,000 active; inhibition, % at 8.3 µM; AID 2718; recombinant HDAC3, fluorogenic peptide/trypsin coupled, fluorescence; in the data active = inhibition above about 26%, passing the limit was not always enough; inconclusive = no clear call, values can overlap the other calls
TMEM16A act = mouse TMEM16A channel activation, primary screen; Q8BHY3; HEK293 TMEM16A/YFP-H148Q/I152L, iodide quench fluorescence; hits give low values; B-score at 10 µM; 0.3% of 340,000 active;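 active = fluorescence-ratio B-score plate-corrected deviation score at least 3 library SD below zero, with starting fluorescence score within 5 deviations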;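 also: channel opened by trigger with iodide after compound preincubation; score built on the fluorescence ratio of max minus min over baseline; more negative score means more quench and so TMEM16A activation or potentiation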
ANO1 block = mouse TMEM16A channel inhibition, primary screen | HEK293 TMEM16A/YFP iodide influx fluorescence, ionomycin | normalized B-score (activity score, 25-100; higher = stronger inhibition) at 10 µM | 1.2% of 310,000 active | AID 588511;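 active = ratio plate-corrected score three or more library SD toward inhibition, starting fluorescence score within five deviations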;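 also: score derived from kinetic fluorescence span divided by baseline fluorescence per well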
DYRK1A inh = inhibitors of rat Dyrk1A kinase; Q63470; ADP-Glo luminescence, NFATc1 peptide; inhibition, % at 12.5 µM; 0.43% of 310,000 active; AID 504441; in the data active = inhibition above about 50%;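 also: plate controls were vehicle with enzyme for no effect and no enzyme for full effect; many of its hits are not listed in these tables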
KCNK3 inh = human KCNK3 channel inhibition, primary screen; CHO-KCNK3 thallium flux, FluxOR fluorescence; hits give low values; B-score at 10 µM; 0.84% of 340,000 active; AID 602410;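 active = B-score under library mean minus 4 SD, starting fluorescence ratio at most library mean plus 5 SD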;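 also: more negative B-score means stronger inhibition of thallium flux through KCNK3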
KCNQ1 inh = human KCNQ1 channel inhibition; CHO-K1 KCNQ1, FluxOR thallium flux fluorescence; hits give high values; 1.3% of 310,000 active; B-score at 10 µM; AID 2642;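 active = compounds whose thallium flux B-score, printed positive for inhibition, exceeds three library SD while starting fluorescence stays within three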;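 also: channel opened by potassium depolarization with thallium stimulus after 20 min compound exposure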
KCNK9 inh = human KCNK9 channel inhibition; Q9NPC2; HEK293 KCNK9, FluxOR thallium flux fluorescence; hits give low values; B-score at 10 µM; 1.2% of 310,000 active;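 active = ratio B-score over 3 SD below the library mean, with starting fluorescence within 5 SD of its mean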;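 also: negative B-score means less thallium flux so channel inhibition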
KCNQ1 pot = human KCNQ1 channel potentiation or activation | P51787 | CHO-K1 KCNQ1, thallium flux FluxOR fluorescence; hits give high values | B-score at 10 µM | 0.35% of 310,000 active;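 active = fluorescence ratio B-score, a plate-corrected score, at least three library SD, with initial intensity B-score within 5 SD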
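Doses: Single concentration per compound, DMSO matched to controls | Test system: KCNQ1-transfected CHO-K1 cells | Timing: 90 min dye loading and 20 min compound exposure, both at room temperature | Measured by: Kinetic FluxOR thallium fluorescence, 10-s 1-Hz baseline, 110-s post-stimulus read | Medium: Assay buffer with matched DMSO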
TRPC4 agonist = opens the mouse TRPC4 cation channel; B-score at 10 µM; HEK293 TRPC4beta/mu-opioid, Fluo4 calcium fluorescence; hits give high values; Q9QUQ5; 0.49% of 310,000 active;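 active = B-score above 5 SD of library B-scores, and initial fluorescence ratio not above library mean plus 5 SD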;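 also: positive B-score marks a calcium rise read as TRPC4 activation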
Target sequence (Q9QUQ5 whole entry, looked up): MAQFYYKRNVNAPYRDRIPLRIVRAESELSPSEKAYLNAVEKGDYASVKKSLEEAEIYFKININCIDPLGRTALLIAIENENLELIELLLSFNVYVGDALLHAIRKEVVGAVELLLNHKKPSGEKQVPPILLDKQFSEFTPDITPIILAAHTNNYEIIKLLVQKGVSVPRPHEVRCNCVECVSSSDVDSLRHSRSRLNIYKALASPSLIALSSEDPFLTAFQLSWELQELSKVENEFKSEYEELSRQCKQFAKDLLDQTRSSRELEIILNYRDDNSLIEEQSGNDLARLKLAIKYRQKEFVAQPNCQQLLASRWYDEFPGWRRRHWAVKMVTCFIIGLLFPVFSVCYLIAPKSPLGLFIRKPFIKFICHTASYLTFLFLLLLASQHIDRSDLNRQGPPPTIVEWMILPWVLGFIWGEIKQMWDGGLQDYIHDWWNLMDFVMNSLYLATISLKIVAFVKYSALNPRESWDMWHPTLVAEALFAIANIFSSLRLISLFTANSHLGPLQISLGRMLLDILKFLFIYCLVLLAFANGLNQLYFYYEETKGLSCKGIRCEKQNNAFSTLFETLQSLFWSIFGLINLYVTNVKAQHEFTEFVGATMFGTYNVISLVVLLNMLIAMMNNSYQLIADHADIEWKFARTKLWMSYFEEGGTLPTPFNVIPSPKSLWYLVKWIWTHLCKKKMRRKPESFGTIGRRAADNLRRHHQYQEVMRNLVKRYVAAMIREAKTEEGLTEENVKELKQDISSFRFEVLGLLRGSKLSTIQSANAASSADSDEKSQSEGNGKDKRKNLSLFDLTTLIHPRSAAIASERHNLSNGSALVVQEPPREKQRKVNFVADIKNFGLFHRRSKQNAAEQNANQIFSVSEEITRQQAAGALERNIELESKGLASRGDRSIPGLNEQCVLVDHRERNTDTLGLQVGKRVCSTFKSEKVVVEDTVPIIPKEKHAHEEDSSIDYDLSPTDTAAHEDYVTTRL
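Material: TRPC4beta and mu-opioid receptor HEK293 stable cells | Incubation: 45 min room-temperature Fluo4 loading, 110 s read | Detection: Kinetic Fluo4 calcium fluorescence | Measure: Integrated baseline-normalised fluorescence ratio, converted to per-well B score | Benchmarks: Low control buffer alone, high control maximal DAMGO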
hERG rescue = compounds protecting human hERG from proarrhythmic drug block | Q12809 | CHO-hERG, FluxOR thallium flux, dofetilide IC70 present | activation (rescue from dofetilide block), less the hit threshold, % at 10 µM | 0.51% of 310,000 active;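 active = activation above the mean of controls blocked by dofetilide plus 5 SD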;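 also: thallium influx through hERG after potassium depolarization seen as dye fluorescence rise; in these data hits start at about 4.7%; inactives centre near -7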
TRPC4 PAM = allosterically enhances the mouse TRPC4 cation channel | Q9QUQ5 | AID 2227 | 0.42% of 310,000 active | HEK293 TRPC4beta/mu-opioid, DAMGO EC20, Fluo-4 Ca2+ flux; hits give high values | B-score at 10 µM;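 active = B-score of calcium response area above 5 SD of library B-scores, with initial fluorescence ratio within 5 SD of library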;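 also: B-score of integrated fluorescence ratio over time as area under calcium response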
Active calls of the source: *; i = inactive; ? = inconclusive; · = not tested or not shown.

SMILES | HDAC3 inhib | TMEM16A act | ANO1 block | DYRK1A inh | KCNK3 inh | KCNQ1 inh | KCNK9 inh | KCNQ1 pot | TRPC4 agonist | hERG rescue | TRPC4 PAM
CCN(CC(=O)NCc1cccs1)c1ccc(S(=O)(=O)N2CCOCC2)cn1 | -1.0 | i | i | -1.3 | i | i | i | i | i | 3.4 | i
O=[N+]([O-])c1cccc(CN2CCN(S(=O)(=O)Cc3ccccc3)CC2)c1 | 2.2 | i | i | -4.5 | i | i | i | i | i | -5.3 | i
O=c1cc2oc3cc(O)c(O)cc3c(-c3ccccc3[N+](=O)[O-])c-2cc1O | 9.1 | i | i | 4.5 | i | i | i | i | i | -2.7 | i
COc1cccc(OCC(=O)NC2CCCCC2)c1 | 5.7 | i | i | 13.2 | i | i | i | i | i | -4.7 | 31*
NC(=O)c1ccc(NC(=O)COc2coc(CN3CCc4ccccc4C3)cc2=O)cc1 | -4.7 | i | i | -3.6 | i | i | i | i | i | -14.3 | i
Cn1cc(S(=O)(=O)N2CCN(c3ccc(F)cc3)CC2)c(=O)n(C)c1=O | -1.8 | i | i | 0.3 | i | i | i | i | i | -3.1 | i
Cc1ccccc1CN(C)CCS(=O)(=O)c1cc(Cl)ccc1Cl | 0.4 | i | i | -0.7 | i | i | i | i | i | -6.8 | i
COc1ccc(S(=O)(=O)N(n2c(C)nnc2-n2nc(C)cc2C)S(=O)(=O)c2ccc(OC)cc2)cc1 | -4.3 | i | i | 12.2 | i | i | i | i | i | -6.5 | i
Cc1cc(C(=O)CN2C(=O)NC3(CCCc4ccccc43)C2=O)c(C)n1C (configuration not stated) | 3.4 | i | i | 7.3 | i | · | · | · | · | · | ·
CNC(=S)N/N=C/c1cc(Br)cc(Br)c1O | -2.6 | i | i | 9.2 | i | i | i | i | i | 1.2 | i
CCc1[nH]c(=O)c(C#N)c2c1COC(C)(C)C2 | 0.2 | i | i | -5.8 | i | i | i | i | i | -2.6 | i
CCc1c(C)c(C#N)c2nc3ccccc3n2c1N1CCN(c2cc(C)ccn2)CC1 | -0.2 | · | i | · | · | i | i | i | i | -4.5 | i
CCCn1c(SC(C(=O)Nc2cc(C)ccc2OC)c2ccccc2)nc2ccccc2c1=O (configuration not stated) | 0.7 | i | i | -3.8 | i | i | i | i | i | -5.8 | i
Cc1cccc[n+]1CC(=O)Nc1ccccc1 | -6.0 | i | i | -1.3 | i | i | i | i | i | -4.2 | i
Cc1[nH]c2ccc3ccccc3c2c(=O)c1C/C=C/Cl | -6.7 | i | i | 4.0 | i | i | i | i | i | -4.1 | i
NS(=O)(=O)c1ccc(CNC(=O)COc2ccc3c4c(c(=O)oc3c2)CCCC4)cc1 | 1.7 | i | i | -4.2 | i | i | i | i | i | -8.0 | i
CCOC(=O)C1=C2N(C)c3ccccc3N2CCC1=O | -0.5 | i | i | -1.2 | i | · | · | · | · | · | ·
O=C(CN1C(=O)C2(OCCO2)c2cc(Br)ccc21)NO | -3.0 | i | i | -8.3 | i | i | i | i | i | -10.5 | i
CN1CCN(C(=O)N(c2ccccc2)c2ccccc2)CC1 | 0.5 | i | i | -7.0 | i | i | i | i | i | -11.7 | i
CCCC(c1nnnn1C1CCCCC1)N1CCN(C(=O)c2ccco2)CC1 (configuration not stated) | 7.4 | i | i | 0.1 | i | i | i | i | i | -5.2 | i
CCOc1ccc(/C=C/C(=O)N(C)CC(=O)Nc2cccc(F)c2)cc1OCC | 10.2 | i | i | -3.8 | i | i | i | i | i | -14.5 | i
CC(C)Cn1c(SCc2nnc(-c3cccs3)o2)nc(O)cc1=O | -0.3 | i | i | -1.4 | i | i | i | i | i | 1.7 | i
CC(=O)Nc1ccc(N(C(=O)CNC(=O)c2cccs2)C(C(=O)NCC2CCCO2)c2ccccc2)cc1 (configuration not stated) | -4.0 | i | i | -1.2 | i | i | i | i | i | -4.5 | i
CC(C)C[C@H](NC(=O)OC(C)(C)C)C(=O)N/N=C/c1ccc2nccnc2c1 | 5.3 | i | i | 6.7 | i | i | i | i | i | -11.8 | i
C=CCNc1nc(C(=O)OCC(=O)NCc2ccccc2OC)cs1 | 3.1 | i | i | 2.1 | i | i | i | i | i | -6.0 | i
COc1ccc(S(=O)(=O)N2CCOCC2)cc1NC(=O)CSc1nnc(N)s1 | 0.1 | i | i | -2.3 | i | i | i | i | i | -12.9 | i
COCCCNC(=O)/C(C#N)=C/c1c(N2CCN(c3ccccc3)CC2)nc2ccccn2c1=O | -53.9 | i | i | -4.0 | i | i | i | i | i | -5.7 | i
Cc1ccc(NC(=O)/C=C/c2ccco2)nc1 | -0.3 | i | i | 12.3 | i | i | i | i | i | -4.5 | i
O=C(CSc1nc2nc(-c3cccs3)cc(C(F)(F)F)c2c(=O)[nH]1)NCc1ccco1 | -86.0 | i | i | 17.3 | i | i | i | i | i | -3.9 | i
CCc1ccc(OCC(=O)NC2CCCCC2)c(Br)c1 | 14.5 | i | i | -0.2 | i | i | i | i | i | -3.2 | 55*
Cc1cc(C)n(-c2nc(NCCN(C)C)c3c4c(sc3n2)COC(C)(C)C4)n1 | -3.0 | i | i | · | i | i | i | i | i | -11.8 | i
COc1ccc(CCC(=O)O)cc1OC | -1.2 | i | i | -0.8 | i | i | i | i | i | -6.8 | i
Cc1cc(-c2nnc(CCC(=O)NC(C)c3cccc4ccccc34)o2)no1 (configuration not stated) | -3.5 | i | i | 3.5 | i | i | i | i | i | -3.5 | i
COC1CCCN(C(=O)c2ccc3oc(Cc4ccc(Cl)cc4)nc3c2)C1 (configuration not stated) | -1.8 | i | i | 6.3 | i | i | i | i | i | -6.1 | i
Cc1cc(C(C)(C)C)nc2[nH]n(-c3ccccc3)c(=O)c12 | -2.6 | i | i | -0.2 | i | i | i | i | i | -6.4 | i
COc1ccc(CCNC(=O)c2ccc(Cl)cc2)cc1 | -11.0 | i | i | 2.1 | i | i | i | i | i | -6.7 | i
Cc1ccc(CNC(=O)CSc2nnc(CNC(=O)c3ccccc3)o2)cc1 | -0.6 | i | i | · | i | i | i | i | i | -7.4 | i
Cc1cccc(C(C(=O)NC2CCCC2)N(Cc2cccnc2)C(=O)c2csnn2)c1 (configuration not stated) | 1.2 | i | i | -1.2 | i | i | i | i | i | -8.6 | i
COc1ccc(S(=O)(=O)Cc2ccc(C(=O)N3CCN(c4ncccn4)CC3)o2)cc1 | 1.2 | i | i | -9.3 | i | · | · | · | · | · | ·
CC(C)(C)c1ccccc1N=Cc1ccc2ccccc2n1 | 4.7 | i | i | -7.6 | i | i | i | i | i | -8.0 | i
O=C(CCCCn1c(=O)[nH]c2ccccc2c1=O)NCCC1=CCCCC1 | 4.7 | i | i | 0.8 | i | i | i | i | i | -9.3 | i
COc1c(S(=O)(=O)N2CCCC2)ccc(Cl)c1Cl | -1.5 | i | i | 0.7 | i | i | i | i | i | -5.3 | i
CCOC(=O)C1CCN(C(=O)c2ccccc2NC(=O)C2=C(C)OCCS2)CC1 | 0.0 | i | i | · | i | i | i | i | i | -6.7 | i
Cc1ccc(C)c(N2CCN(c3ncccc3[N+](=O)[O-])CC2)c1 | -4.4 | i | i | -2.0 | i | i | -6.63* | i | i | -15.1 | i
Cc1cccc(OCc2nnc(SCC(=O)N3CCN(c4ccccc4)CC3)o2)c1C | 6.3 | i | 100* | -4.6 | i | i | i | i | i | -12.2 | i
Cc1ccc(-c2nc3c(c(SCC(=O)N4CCOCC4)n2)Cc2c(CO)cnc(C)c2O3)cc1 | 7.0 | i | i | · | i | i | i | i | i | -25.3 | i
COc1ccc(C2OC(=O)CC2C(=O)NCc2ccc(C)cc2)cc1OC (configuration not stated) | -2.6 | i | i | -1.5 | i | i | i | i | i | -5.0 | i
COc1ccc(OCC(=O)Nc2ccc3c(c2)nc(CN2CCN(C(C)=O)CC2)n3C)cc1 | -3.4 | i | i | -3.6 | i | i | i | i | i | -4.1 | i
CCOc1ccc(C(=O)OCC(=O)Nc2ccc(SC(F)F)cc2)cc1OCC | 9.3 | i | i | -2.1 | i | i | i | i | i | -4.0 | i
CC1(C)C(=S)N(Cc2ccccc2)c2ccccc21 | 14.2 | i | i | -0.9 | i | i | i | i | i | -7.3 | i
OCCOCCn1c(CCNc2nc(-c3ccc(Cl)cc3)cs2)nc2cc(Cl)c(Cl)cc21 | 2.2 | i | i | 1.5 | i | i | i | i | i | -3.6 | i
CCOC(=O)CNC(=O)C1CCCc2c1[nH]c1ccc(Cl)cc21 (configuration not stated) | -1.2 | i | i | 0.8 | i | i | i | i | i | -1.6 | i
CCc1nc(N)c(C#N)c(-c2cccn2C)c1C | -11.7 | i | i | 11.8 | i | i | i | i | i | -16.6 | i
Cc1noc(C)c1C(=O)Nc1nc(-c2ccccc2Cl)cs1 | -2.3 | i | i | 1.2 | i | i | i | i | i | -7.1 | i
Cc1c(C(=O)NCCCN2CCCC2=O)oc2ccc(S(=O)(=O)N3CCOCC3)cc12 | -0.1 | i | i | 3.1 | i | · | · | · | · | · | ·
CCCC[C@@H]1C[C@H]1[C@@H](NC(=O)c1ccccc1)c1ccccc1C(F)(F)F | 5.3 | i | i | 6.0 | i | i | i | i | i | -20.4 | i
CCOC(=O)C1(CC2CCCCO2)CCN(S(=O)(=O)c2ccc(OC)cc2)CC1 (configuration not stated) | 4.7 | i | i | -2.8 | i | i | i | i | i | -11.7 | i
Cc1ccc2nsnc2c1S(=O)(=O)N1CCCC1 | 2.2 | i | i | 0.8 | i | i | i | i | i | -7.0 | i
Cc1ccccc1COn1nnc2ccc(S(=O)(=O)N3CCOCC3)cc21 | -6.9 | i | i | · | i | i | i | i | i | -8.9 | i
CCOc1ccc(NC(=S)NN(C)C(=S)Nc2ccc(OCC)cc2)cc1 | 9.6 | i | i | -3.5 | i | i | i | i | i | -3.0 | i
COc1ccc(OC)c(C2C(C(C)=O)=C(O)C(=O)N2CCC(=O)O)c1 (configuration not stated) | ? | i | i | -2.7 | i | i | i | i | i | -10.0 | i
COc1ccc(CCNC(=O)CCNC(=O)c2ccccc2Cl)cc1 | -2.5 | i | i | 1.9 | i | i | i | i | i | -5.5 | i

Only part of the results is shown; the hit share may differ from the screen's.
